HKDC1 inh: HKDC1 hexokinase inhibitors, primary screen, biochemical, fluorescence, uHTS; inhibition, % at 20 µM; recombinant HKDC1, G6PDH/diaphorase resazurin coupled fluorescence; 340,000 tested, 0.16% active;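 active = inhibition above about 35% when tested at 20 µM, limit read from the data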;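 also: plate controls were DMSO wells with enzyme for no effect and DMSO wells lacking enzyme for full effect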
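Assay system: recombinant HKDC1 hexokinase; detection: coupled resazurin fluorescence, excitation 525 nm, emission 613 nm; benchmarks: DMSO-plus-enzyme-mix negative control, buffer-substituted positive control; compound dosing: single 20 µM dose; schedule: 90 min at room temperature in dark; also added: glucose plus 1 mM ATP as hexokinase substrates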
SENP7 block: SENP7 protease inhibitors, primary screen, biochemical, luminescence, uHTS; Sentrin-specific protease 7 (Homo sapiens), Q9BQF6; recombinant SENP7, Z-RLRGG-aminoluciferin luminescence, 40 min; inhibition, % at 5 µM; 330,000 tested, 1.5% active;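 active = inhibition above about 50% at the single test dose, limit read from the data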;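 also: plate controls were DMSO with enzyme for no effect and no enzyme buffer wells for full effect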
Gli-Sufu antag: Gli-Sufu pathway antagonists, primary screen, luciferase luminescence, Sufu-KO-LIGHT cells, uHTS; 340,000 tested, 0.74% active; AID 588413, 2011; Sufu-KO-LIGHT fibroblasts, Gli luciferase reporter luminescence; inhibition, % at 5 µM;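 active = inhibition above about 55%, limit read from the data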;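 also: 0% = DMSO-treated cells and 100% = wells with medium but no cells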
UBC13 polyUb: UBC13 polyubiquitin chain formation inhibitors, primary screen, biochemical, TR-FRET, uHTS | Ubiquitin-conjugating enzyme E2 N (Homo sapiens), P61088 | inhibition, % at 20 µM | 330,000 tested, 0.47% active | AID 485273, 2010; in the data active = inhibition above about 45%, passing the limit was not always enough
SENP8 inh: SENP8 protease inhibitors, primary screen, biochemical, luminescence | Sentrin-specific protease 8 (Homo sapiens), Q96LD8 | purified SENP8, Z-RLRGG-aminoluciferin cleavage | inhibition, % at 10 µM | 330,000 tested, 1.2% active
Jurkat NFkB inh: inhibitors of induced NF-kB luciferase reporter, primary screen, TCR NF-kB activation inhibitor project, cell-based, luminescence, uHTS; Jurkat, PMA/ionomycin-induced NF-kB luciferase reporter; inhibition, % at 4 µM; 330,000 tested, 0.53% active; AID 435003, 2010
697 NFkB inh: inhibitors of PMA/ionomycin-induced NF-kB reporter, 697 cells, primary screen, B-cell NF-kB inhibitor project, cell-based, luminescence, uHTS | 697 B-cell NF-kB luciferase reporter, 16 h | inhibition, % at 4 µM | 330,000 tested, 0.33% active | AID 435022, 2010; in the data active = inhibition above about 35%
Apaf-1 inh: inhibitors of human Apaf-1 apoptosome, primary screen, biochemical, DEVD-Rh110 fluorescence, uHTS; reconstituted apoptosome caspase-3 activity; Apoptotic protease-activating factor 1 (Homo sapiens), O14727; inhibition, % at 20 µM; 330,000 tested, 0.71% active; AID 489030, 2010; active = inhibition of at least 40% at 20 µM;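 also: plate controls were DMSO wells for no effect and DEVD-CHO caspase inhibitor wells for full effect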
Target sequence (O14727 whole entry, looked up): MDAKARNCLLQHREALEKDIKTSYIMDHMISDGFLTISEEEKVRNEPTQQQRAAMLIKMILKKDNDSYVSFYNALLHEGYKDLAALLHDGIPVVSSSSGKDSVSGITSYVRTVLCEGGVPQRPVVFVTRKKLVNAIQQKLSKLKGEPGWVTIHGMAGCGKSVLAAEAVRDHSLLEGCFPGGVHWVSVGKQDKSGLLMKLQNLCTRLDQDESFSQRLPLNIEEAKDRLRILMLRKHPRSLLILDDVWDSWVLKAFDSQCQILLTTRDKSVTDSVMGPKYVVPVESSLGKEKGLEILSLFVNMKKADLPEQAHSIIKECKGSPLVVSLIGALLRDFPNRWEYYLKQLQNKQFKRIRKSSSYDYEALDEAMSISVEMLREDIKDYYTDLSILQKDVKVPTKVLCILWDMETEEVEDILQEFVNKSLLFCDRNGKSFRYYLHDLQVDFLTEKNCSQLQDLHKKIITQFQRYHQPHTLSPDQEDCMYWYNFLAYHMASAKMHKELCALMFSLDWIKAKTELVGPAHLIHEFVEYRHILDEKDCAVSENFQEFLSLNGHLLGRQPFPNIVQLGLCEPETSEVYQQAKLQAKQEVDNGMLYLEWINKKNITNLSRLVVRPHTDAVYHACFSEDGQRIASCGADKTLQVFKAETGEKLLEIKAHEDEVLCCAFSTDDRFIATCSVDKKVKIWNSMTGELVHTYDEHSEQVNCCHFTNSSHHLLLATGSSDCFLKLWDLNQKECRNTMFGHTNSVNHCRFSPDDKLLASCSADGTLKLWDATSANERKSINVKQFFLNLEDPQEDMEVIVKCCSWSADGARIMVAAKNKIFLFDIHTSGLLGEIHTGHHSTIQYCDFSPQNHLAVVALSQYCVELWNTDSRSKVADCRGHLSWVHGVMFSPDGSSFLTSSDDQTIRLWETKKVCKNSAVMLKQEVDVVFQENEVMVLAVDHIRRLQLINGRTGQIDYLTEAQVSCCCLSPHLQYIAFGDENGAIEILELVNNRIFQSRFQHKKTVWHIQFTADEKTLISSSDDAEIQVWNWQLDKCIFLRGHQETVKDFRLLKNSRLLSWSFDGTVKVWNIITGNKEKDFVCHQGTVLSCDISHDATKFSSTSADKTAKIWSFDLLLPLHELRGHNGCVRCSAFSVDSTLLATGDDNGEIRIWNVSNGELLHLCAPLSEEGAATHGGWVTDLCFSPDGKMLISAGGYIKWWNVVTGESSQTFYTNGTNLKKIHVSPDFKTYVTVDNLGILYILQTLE
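System: reconstituted apoptosome with Apaf-1, cytochrome c, caspase-9, procaspase-3, dATP; Signal: Rh110 fluorescence intensity; Schedule: 30 min compound preincubation, 50 min activation, room temperature; Reagent: cytochrome c trigger plus (Z-DEVD)2-Rh110 caspase-3 substrate.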
* hit, by the source's call. Rule as the data show it, unless noted: active = inhibition above about 50%; inactive = the rest.

SMILES | HKDC1 inh | SENP7 block | Gli-Sufu antag | UBC13 polyUb | SENP8 inh | Jurkat NFkB inh | 697 NFkB inh | Apaf-1 inh
O=C(O)CCN(CCC(=O)O)c1nnc(SCc2ccccc2)s1 | -3 | 7 | -4 | -4 | -1 | 7 | 10 | -5
Cc1cc(C)c2nc(N3CCC(C(=O)NCc4cccnc4)CC3)sc2c1 | -1 | 3 | -2 | 5 | -2 | -4 | -18 | -4
CC(C)C(=O)NC(c1ccc(Cl)cc1Cl)c1ccc2cccnc2c1O (configuration not stated) | -13 | -4 | 28 | 3 | 17 | 47 | -26 | 4
O=C(N/N=C/C(Cl)=C\c1ccccc1)c1cnccn1 | 4 | 8 | -14 | -6 | -8 | -8 | -28 | -6
CCOc1ccc(OCC)c(NC(=O)CC2Oc3ccccc3NC2=O)c1 (configuration not stated) | -1 | 2 | 2 | 4 | 2 | -1 | 13 | 0
CCN(CC)c1ccc(NC(=O)C(C)C)cc1 | -12 | 3 | -14 | -9 | 1 | -2 | -3 | -4
O=C(Nc1ccc(N2CCOCC2)cc1)C1CCCN(S(=O)(=O)c2ccccc2)C1 (configuration not stated) | -1 | 2 | 2 | -1 | -6 | 8 | 4 | -1
CCCSc1nc(N2CCOCC2)c2c(c1C#N)CC(C)(C)SC2 | 6 | -9 | 25 | -8 | 1 | -2 | -24 | 23
CC(C)CC(=O)NS(=O)(=O)c1ccc(NC(=O)c2ccco2)cc1 | -7 | -14 | -10 | 1 | -8 | 12 | 8 | 2
COc1ccc(C(CC(=O)O)NC(=O)COc2ccccc2)cc1OC (configuration not stated) | -5 | 1 | -8 | -15 | -9 | -11 | -24 | 5
Cc1cccc(NC2=CC(=O)OC(C)C2)c1 (configuration not stated) | 1 | 4 | 16 | 3 | -7 | -14 | -10 | 3
Cn1c(COc2ccc([N+](=O)[O-])cc2)nnc1SCC(=O)NCC1CCCO1 (configuration not stated) | -3 | -5 | -4 | 4 | 6 | 12 | 9 | -10
Cc1cccc(OCC(=O)Nc2nnc(S(=O)(=O)N3CCCCCC3)s2)c1 | -1 | -3 | 5 | -16 | -3 | -5 | 1 | 8
Cc1cc(C)nc(NC(=O)COc2cc(Cl)cc(Cl)c2)n1 | -3 | -5 | -27 | 11 | 0 | 4 | 29 | -8
Cc1cc(C)n(CC(=O)N2c3ccccc3Sc3ccc(C(F)(F)F)cc32)n1 | 0 | 13 | -12 | 12 | -1 | 4 | -18 | 1
Cc1ccccc1C(=O)NNC(=O)C(=O)Nc1cccc(Cl)c1C | -13 | -5 | -3 | -4 | -8 | -5 | 7 | -4
COc1ccc(-c2c(NC(=O)c3ccco3)oc3ccccc3c2=O)cc1OC | 9 | 6 | 1 | -6 | 1 | 21 | 11 | -3
Oc1ccc(/C=N/NC(=S)NCC2CCCO2)cc1 (configuration not stated) | 1 | -4 | 4 | -11 | -8 | -25 | -32 | 11
Cc1c(Cc2ccccc2)c(=O)oc2cc(O)ccc12 | 1 | -11 | -1 | 27 | -3 | -8 | 4 | -3
N=C(c1cccc([N+](=O)[O-])c1)N1CCCCCC1 | 2 | 13 | 4 | -6 | 6 | -15 | -9 | -1
CC1CCN(CC(=O)NC(=O)NCc2ccccc2)CC1 | 9 | -6 | -1 | -2 | -8 | 1 | -4 | 4
Cn1c(SCc2ccccc2)nnc1-c1ccc2c(c1)OCO2 | -3 | 10 | 16 | 8 | -2 | -42 | -54 | -8
COc1ccc(NC(=O)CC2C(=O)N(c3ccc(OC)cc3)C(=O)N2CCN2CCN(C)CC2)cc1 (configuration not stated) | -1 | -1 | -11 | -1 | -2 | -6 | 14 | -22
CN(C)CCNC(=O)Cn1nc(-c2ccc(Cl)cc2)ccc1=O | -4 | 2 | 9 | -8 | -12 | 0 | 7 | 5
O=C(O)c1cc(N/N=C/c2ccncc2)ccc1Cl | -1 | 41 | -3 | -18 | 37 | 8 | 2 | 0

Limited to UBC13 polyUb, for 3 of the compounds above:
structure | UBC13 polyUb
O=C(N/N=C/C(Cl)=C\c1ccccc1)c1cnccn1 | -6
CC1CCN(CC(=O)NC(=O)NCc2ccccc2)CC1 | -2
O=C(O)c1cc(N/N=C/c2ccncc2)ccc1Cl | -18

Returning to the listing; the four compounds before the break are reprinted first.
SMILES | HKDC1 inh | SENP7 block | Gli-Sufu antag | UBC13 polyUb | SENP8 inh | Jurkat NFkB inh | 697 NFkB inh | Apaf-1 inh
Cn1c(SCc2ccccc2)nnc1-c1ccc2c(c1)OCO2 | -3 | 10 | 16 | 8 | -2 | -42 | -54 | -8
COc1ccc(NC(=O)CC2C(=O)N(c3ccc(OC)cc3)C(=O)N2CCN2CCN(C)CC2)cc1 (configuration not stated) | -1 | -1 | -11 | -1 | -2 | -6 | 14 | -22
CN(C)CCNC(=O)Cn1nc(-c2ccc(Cl)cc2)ccc1=O | -4 | 2 | 9 | -8 | -12 | 0 | 7 | 5
O=C(O)c1cc(N/N=C/c2ccncc2)ccc1Cl | -1 | 41 | -3 | -18 | 37 | 8 | 2 | 0
CCC(C(=O)OC)n1cnc2c(nnn2-c2ccc(OC)cc2)c1=O (configuration not stated) | -9 | 1 | 1 | 2 | 6 | -8 | -6 | -21
COc1ccc(NC(=O)CSc2nc3ccccc3c(=O)n2C)cc1 | -3 | -7 | -2 | 6 | -13 | 8 | -39 | -3
COc1cccc(C2=NOC(C(=O)Nc3ccc4c(c3)OCO4)C2)c1OC (configuration not stated) | 3 | 5 | 0 | -8 | 6 | 10 | -5 | 5
COc1ccc(C2=NN(C(=O)CCC(=O)O)C(c3ccc(F)cc3)C2)cc1 (configuration not stated) | -4 | 5 | -19 | -5 | 12 | -3 | -1 | -4
Cc1ccc(NC(=O)N2CCC(=O)N2)cc1 | -3 | 2 | -8 | -2 | -12 | -11 | 1 | -2
COc1ccc(CNC(=O)CCC(=O)N2CCN(S(=O)(=O)c3cc([N+](=O)[O-])ccc3C)CC2)cc1 | 2 | 1 | 0 | 1 | 10 | 12 | 15 | 5
COc1ccc(OC)c(C2N(c3ccc(Cl)cc3)C(=O)C3CCCN32)c1 (configuration not stated) | -3 | -7 | 1 | -7 | -7 | -10 | -3 | -1
COc1ccc(/C=N/n2cncn2)cc1Cn1nc(C)c([N+](=O)[O-])c1C | 5 | 4 | 4 | 2 | 0 | 14 | -15 | -13
Cn1c(-c2cccc([N+](=O)[O-])c2)[n+](C)c2ccccc21 | -1 | -11 | 1 | -1 | -10 | 7 | -7 | 5
CCOCCCNC(=S)N1C2CCC1CC(NC(=O)NC1CCCCC1)C2 (configuration not stated) | -2 | -1 | 7 | 9 | -5 | -3 | 0 | -19
O=C(NC1CCCCCC1)C1CC(=O)N(Cc2ccccc2)C1 (configuration not stated) | -7 | 2 | -16 | 2 | 7 | 16 | 2 | 11
Cc1cc(/C=N/N2CCN(C)CC2)c(C)n1-c1ccccc1F | 11 | -1 | -2 | 4 | 0 | -16 | -12 | -3
CSc1nc(Sc2ccc(Cl)cc2)c2ccccc2n1 | -2 | -7 | 18 | 13 | -7 | -1 | -8 | 12
Cc1cc(C(=O)NCC(=O)OCC(=O)NCC2CCCO2)ccc1[N+](=O)[O-] (configuration not stated) | 0 | 3 | 18 | 5 | -3 | -5 | 16 | -10
CC(C)C(=O)NNC(=O)c1ccccn1 | -10 | 9 | 3 | -7 | -4 | -9 | -11 | -4
CC(=O)CSc1nc2ccccc2o1 | -3 | -11 | -13 | -4 | -11 | -34 | -55 | 2
CCN(Cc1ccncc1)C(=O)c1ccccc1NS(=O)(=O)c1ccc(Br)cc1 | -3 | -8 | 7 | -8 | -9 | -8 | 8 | 4
C=CCNS(=O)(=O)c1ccc2nsnc2c1 | -4 | 7 | -2 | -3 | 3 | 21 | 7 | -21
CCOC(=O)c1c(O)c2c([nH]c1=O)CCCC2 | -14 | 3 | 6 | 7 | 1 | 0 | 14 | 5
O=C(CC(=O)c1ccccc1)Nc1cccnc1 | -2 | -2 | -2 | -24 | -17 | -12 | -7 | -9
CC(C)(C)OC(=O)N1CCC(c2c(C(=O)NC3CC3)cnn2-c2ccccc2)CC1 | -1 | 11 | -10 | -3 | -9 | 6 | 5 | 4
COc1cc(NC(=S)NCCCN2CCOCC2)c(OC)cc1Cl | 16 | 0 | 14 | -5 | -11 | 11 | 13 | -11
CCCCCc1nc2ccccc2c(=O)n1N | -4 | 0 | -12 | 8 | -1 | -5 | 1 | 1
Cc1cccc(NC(=O)CN2CCc3cc4c(cc3C2C)OCCCO4)c1 (configuration not stated) | 0 | 7 | 18 | -1 | -1 | -3 | -14 | 7
CCCN(C(=O)CSCC(=O)Nc1ccc(OC)cc1)c1c(N)n(Cc2ccccc2)c(=O)[nH]c1=O | -3 | 3 | 4 | 0 | -4 | 6 | 3 | 1

The list continues.
SMILES | HKDC1 inh | SENP7 block | Gli-Sufu antag | UBC13 polyUb | SENP8 inh | Jurkat NFkB inh | 697 NFkB inh | Apaf-1 inh
CC(=O)Nc1ccc(N2C(=O)CSC2c2c(F)cccc2Cl)cc1 (configuration not stated) | -1 | 1 | 52 | 7 | -7 | 1 | 11 | -4
C/C=C\C=C/C(=O)Nc1cccc(C2=NOC3(C2)C[C@@H](C(N)=O)N(C(=O)[C@H]2CCC(=O)N2)C3)c1 (some centres not stated) | -2 | -2 | -1 | -13 | -4 | 14 | 24 | -5
C/C(=N\N=C\c1ccccc1F)c1nnn(-c2nonc2N)c1C | 2 | -3 | -57 | 8 | -10 | -20 | -58 | -5
Cc1cc(Cl)ccc1NC(=S)NCc1ccc(F)cc1 | 5 | 10 | 24 | -3 | 2 | 2 | 4 | 12
Cc1ccc(S(=O)(=O)N2Cc3ccccc3CC2C(=O)Nc2cc(C)on2)cc1 (configuration not stated) | 0 | -16 | -12 | -7 | -6 | -17 | -25 | 5
Cc1cc(C)cc(N(C(=O)c2csnn2)C(C(=O)NC2CCCCC2)c2cccnc2)c1 (configuration not stated) | 2 | 6 | -2 | -1 | -2 | -4 | 8 | 1
Cc1ccc(-c2cc(C(=O)N3CC(C)OC(C)C3)c3ccccc3n2)o1 (configuration not stated) | -1 | 2 | -7 | 15 | 2 | 12 | -2 | 8
CCOC(=O)C1CCN(C(=O)COC(=O)c2ccc([N+](=O)[O-])o2)CC1 | 5 | 8 | -1 | -6 | 18 | -5 | 23 | -10
O=C(c1cc(-c2ccccc2)on1)N1CCc2ccccc2C1 | -5 | 2 | -7 | 5 | -2 | 7 | 10 | 9
Nc1nc(Nc2cccc(F)c2)nc(N2CCOCC2)c1[N+](=O)[O-] | 0 | -5 | -6 | -1 | -21 | -13 | -12 | -4
Cc1ccc(S(=O)(=O)N2CCOCC2)cc1C(=O)NCc1ccc2c(c1)OCO2 | -3 | 3 | 1 | 4 | 3 | 3 | 3 | 6
CCCSc1nsc(NC(=O)Nc2ccc(F)cc2F)n1 | -1 | -1 | -15 | 8 | -19 | -20 | -91 | -8
O=C(COC(=O)c1cc(Br)ccc1Cl)NC(=O)NCc1ccccc1 | -5 | 5 | -2 | 11 | 1 | 3 | -3 | 10
Cc1ccc(C(=O)NC(=S)NNC(=O)c2cccc([N+](=O)[O-])c2)cc1 | -15 | 8 | -1 | -19 | -5 | -1 | -16 | -116
Cc1cccc(NC(=O)CN2CCN(C(=O)c3cncn3-c3ccc(F)cc3)CC2)c1C | 1 | -3 | 4 | -20 | -9 | -3 | 1 | 10

Source: PubChem BioAssay
